# High-throughput results from PubChem BioAssay.
# TNAP act hi DEA: activators of human TNAP at high phosphate acceptor concentration | purified TNAP, CDP-star luminescence, 1 M DEA, 30 min; stronger effect = higher value; 0 = EDTA background, 1 = DMSO-only activity | 200,000 tested, under 10 active | activation factor at 20 µM;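 active = activation factor at least 2 at 20 µM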
#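 Control set: EDTA negative control, DMSO positive control / Assay system: human TNAP / Quantity: TNAP 1/800 final / Evaluation: TNAP activation factor scaled between EDTA and DMSO control wells / Measured by: luminescent substrate turnover signal / Compound dosing: one dose, 20 µM / Times: 30 min enzyme reaction at room temperature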
# PPARg SRC3 recr: PPARgamma-driven SRC-3 recruitment agonism | biochemical PPARgamma/SRC-3 coactivator recruitment assay | activation, % at 8 µM | hit rate 0.26% among 200,000; in the data active = activation above about 23%;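 also: 0% = DMSO and 100% = reference agonist; some compounds past the cut are filed as inactive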
# Target sequence (P37231 whole entry, looked up): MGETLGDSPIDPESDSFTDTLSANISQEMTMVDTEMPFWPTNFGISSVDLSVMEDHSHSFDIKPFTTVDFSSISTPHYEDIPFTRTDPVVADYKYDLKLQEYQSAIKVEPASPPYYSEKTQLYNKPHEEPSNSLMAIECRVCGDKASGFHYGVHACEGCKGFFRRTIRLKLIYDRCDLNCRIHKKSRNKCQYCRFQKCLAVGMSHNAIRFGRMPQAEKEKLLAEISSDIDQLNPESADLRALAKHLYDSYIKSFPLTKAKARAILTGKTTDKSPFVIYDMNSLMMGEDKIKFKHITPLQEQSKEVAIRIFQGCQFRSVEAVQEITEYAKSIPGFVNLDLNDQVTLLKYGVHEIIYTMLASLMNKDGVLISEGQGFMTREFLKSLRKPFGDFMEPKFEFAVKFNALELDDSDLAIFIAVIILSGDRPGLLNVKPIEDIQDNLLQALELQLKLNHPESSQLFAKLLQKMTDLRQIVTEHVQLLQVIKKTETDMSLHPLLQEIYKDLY
# Efa HMGR inh: E. faecalis class II HMG-CoA reductase inhibition | hit rate 0.41% among 190,000 | purified E. faecalis HMGR, NADPH absorbance 340 nm kinetic | inhibition, % at 10 µM;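 active = inhibition above a set limit, the median over all tested compounds plus 3 SD, cut at about 9.5% in these data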;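 also: enzyme runs in reverse so mevalonate oxidation gives rising NADPH absorbance; 0% = complete reaction with DMSO and 100% = background rate lacking mevalonate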
# TNAP inh no acc: TNAP (human) inhibition, acceptor-free conditions | P05186 | purified TNAP, CDP-star luminescence, 30 min | inhibition, % at 20 µM | hit rate 0.26% among 200,000 | AID 1012;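 active = tissue-nonspecific alkaline phosphatase inhibition above about 50% at 20 µM in the single-dose screen, limit read from the data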;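 also: 0% = DMSO negative control and 100% = EDTA positive control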
# SRC2 TRFRET art: flags TR-FRET format artefacts in PPARgamma SRC-2 recruitment agonist screen. TR-FRET artefact counter-screen; stronger effect = higher value. TR-FRET ratio at 8 µM. hit rate 0.4% among 200,000. AID 1049; in the data active = TR-FRET ratio above about 2000; also: inactives centre near 1500
# bIAP act: increases bovine intestinal alkaline phosphatase activity; activation factor at 20 µM; hit rate 0.17% among 200,000; purified bovine IAP, CDP-star luminescence, 30 min; stronger effect = higher value; fold of DMSO-control signal, blank-subtracted;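 active = activation factor of 2 or more at 20 µM, a signal rise over negative controls twice the positive control's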
# PPARg SRC-2 ag: PPARgamma-driven SRC-2 recruitment agonism | P37231 | PPARgamma LBD-SRC-2 recruitment, biochemical | activation, % at 8 µM | hit rate 0.34% among 200,000 | AID 1032; in the data active = activation above about 22%;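 also: 0% = vehicle and 100% = reference agonist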
# bIAP inhibitor: blocks bovine intestinal alkaline phosphatase activity; purified bovine IAP, CDP-star luminescence, 30 min; inhibition, % at 20 µM; 190,000 tested, under 10 active; AID 1019;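 active = over 50% inhibition of intestinal alkaline phosphatase at 20 µM in the single-dose screen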
#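 Assay system – bovine IAP enzyme · Quantity – bovine IAP at 1/65,000,000 final dilution · Detection – CDP-star luminescence signal · Times – 30 min reaction at room temperature · Also added – CDP-star substrate at 30 µM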
# PPARg SRC1 recr: agonists of human PPARgamma SRC-1 coactivator recruitment; PPARgamma-SRC-1 coactivator recruitment biochemical assay; activation, % at 8 µM; hit rate 0.41% among 200,000; AID 631; P37231; in the data active = activation above about 19%;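 also: 0% = DMSO and 100% = reference agonist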
# TNAP inh hiacc: blocks human TNAP under high phosphate acceptor concentration; P05186; purified TNAP, CDP-star luminescence, 1 M DEA; AID 1135; hit rate 0.03% among 200,000; inhibition, % at 20 µM;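 active = over 50% inhibition of tissue-nonspecific alkaline phosphatase at 20 µM in the single-dose screen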;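 also: plate controls were DMSO wells for no effect and EDTA-quenched wells as full inhibition for full effect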
# Starred values were filed as active, the others as inactive; . = no result given.
Compound	TNAP act hi DEA	PPARg SRC3 recr	Efa HMGR inh	TNAP inh no acc	SRC2 TRFRET art	bIAP act	PPARg SRC-2 ag	bIAP inhibitor	PPARg SRC1 recr	TNAP inh hiacc
Cc1c(C(=O)O)oc2ccc(S(=O)(=O)NCc3ccc4c(c3)OCO4)cc12	1	-7	-3	-11	1535	1.1	-6	-8	6	-2
CCOC(=O)N1CCN(C(=O)CCCCCn2c(=S)[nH]c3ccsc3c2=O)CC1	1.1	5	0	-16	1701	1	2	0	4	-6
Cc1ccc(-c2cc(N)n(-c3ccc(F)cc3)n2)cc1	1	-2	-5	-7	1343	0.9	0	7	3	-4
CCCSc1nnc(CSc2ncccn2)n1C	1	0	1	-13	1492	1	3	1	5	-3
N#CCSc1ncnc2ccccc12	1	0	-1	1	1327	0.9	-1	6	-3	-2
CC(C)CNC(=O)COC(=O)c1ccc(Cl)c(S(=O)(=O)N2CCc3ccccc32)c1	1	2	0	-4	1589	0.9	5	14	6	-2
CN(C(=S)Nc1cccnc1)c1ccc(O)cc1	1	-1	-2	-4	1416	1.1	5	-7	0	-4
C=C(Br)Cn1c(CC(C)C)nc2ccccc21	1	0	-6	-10	1489	0.9	5	7	6	-3
COC(=O)c1sccc1-c1ccc(C(=O)Nc2cccc(Cl)c2)o1	1.1	8	-7	-5	1603	0.9	10	12	5	-6
O=C(O)C1CCCCC1C(=O)Nc1ccc(Cl)cc1Cl (centres undefined)	1	-7	-4	-5	1452	0.8	-10	16	2	-5
CCN(CC)S(=O)(=O)c1ccc(NC(=O)COC(=O)c2cc(S(=O)(=O)Nc3ccc(OC)cc3)ccc2O)cc1	1	5	4	-5	1700	1.2	12	-19	13	3
O=C1CCC(C(=O)NC2(C(=O)NC3CCCCC3)CCCCC2)N1 (centres undefined)	1	7	-2	-3	1781	1	7	4	7	-5
Cc1sc2ncn3c(C)nnc3c2c1C	1.1	-5	1	-6	1439	1	0	4	3	-6
COc1cc(OC)cc(C(=O)NNc2nc3cc4c(cc3s2)OCO4)c1	1	4	-7	-90	1515	0.9	13	7	6	-2
COc1ccc(C(C)=O)cc1CSC(=N)N	1	1	-5	19	1488	0.8	2	24	8	4
S=C(c1ccc(-c2ccc(Cl)cc2Cl)o1)N1CCCCC1	1	12	-3	-2	1736	0.4	1	.	0	0
Cc1ccc(/C=N/n2c(C)nnc2C)o1	1	-9	1	-15	1495	1.1	-4	-13	6	-3
Cc1cc(C(=O)N/N=C/c2cn[nH]c2-c2ccccc2)cs1	1	7	-2	7	1759	1	25*	1	6	-2
COc1ccc(S(=O)(=O)N(C(=O)c2ccncc2)c2ccc(OC(=O)c3ccncc3)cc2)cc1	1	0	-3	4	1559	0.9	0	6	3	-3
Cc1ccc(C)c(NC(=O)CSc2nnc([C@@H](N)Cc3ccccc3)o2)c1	1	-9	-3	-14	1412	0.9	1	7	12	-1
O=C(CSc1nnc(CNC(=O)c2c(F)cccc2Cl)o1)Nc1ccc2c(c1)OCO2	1	3	1	-26	1501	1	8	0	4	-3
Cc1cc(NC(=O)c2cccc(COc3ccc(Br)cc3)c2)no1	1	8	-9	1	1545	1	6	3	-4	0
N#Cc1nc(Cc2ccccc2)oc1N1CCN(c2ccccc2)CC1	1.1	1	-6	-11	1519	0.9	-1	15	0	-7
COc1cc(/C=C/C(=O)OCC(=O)NC2CC2)cc(S(=O)(=O)N2CCc3ccccc32)c1OC	1.1	6	-3	-5	1629	0.9	5	5	6	-8
CCCCN(CCCC)S(=O)(=O)c1ccc(NC(=O)CN2CCOCC2)cc1	1	0	-1	-7	1376	1.3	1	-27	5	-2

# 7 compounds already listed, sorted by number of heavy atoms, falling.
Compound	TNAP act hi DEA	PPARg SRC3 recr	Efa HMGR inh	TNAP inh no acc	SRC2 TRFRET art	bIAP act	PPARg SRC-2 ag	bIAP inhibitor	PPARg SRC1 recr	TNAP inh hiacc
CCN(CC)S(=O)(=O)c1ccc(NC(=O)COC(=O)c2cc(S(=O)(=O)Nc3ccc(OC)cc3)ccc2O)cc1	1	5	4	-5	1700	1.2	12	-19	13	3
O=C(CSc1nnc(CNC(=O)c2c(F)cccc2Cl)o1)Nc1ccc2c(c1)OCO2	1	3	1	-26	1501	1	8	0	4	-3
CCOC(=O)N1CCN(C(=O)CCCCCn2c(=S)[nH]c3ccsc3c2=O)CC1	1.1	5	0	-16	1701	1	2	0	4	-6
CCCCN(CCCC)S(=O)(=O)c1ccc(NC(=O)CN2CCOCC2)cc1	1	0	-1	-7	1376	1.3	1	-27	5	-2
Cc1c(C(=O)O)oc2ccc(S(=O)(=O)NCc3ccc4c(c3)OCO4)cc12	1	-7	-3	-11	1535	1.1	-6	-8	6	-2
Cc1sc2ncn3c(C)nnc3c2c1C	1.1	-5	1	-6	1439	1	0	4	3	-6
N#CCSc1ncnc2ccccc12	1	0	-1	1	1327	0.9	-1	6	-3	-2

# (listing goes on)
# Fields – TNAP act hi DEA | PPARg SRC3 recr | Efa HMGR inh | TNAP inh no acc | SRC2 TRFRET art | bIAP act | PPARg SRC-2 ag | bIAP inhibitor | PPARg SRC1 recr | TNAP inh hiacc
> Cc1[nH]n2c(=O)c(C#N)c(-c3ccccc3)nc2c1-c1ccccc1
→ 0.9 | -1 | -9 | 0 | 1415 | 1 | 3 | -3 | -2 | 6
> O=C(Cn1cnc2c(nnn2Cc2ccccc2)c1=O)NCC1CCCO1 (centres undefined)
→ 1 | 1 | -1 | -12 | 1453 | 0.9 | -11 | 10 | 1 | -5
> O=C(CP(=O)(c1ccccc1)c1ccccc1)N1CCOCC1
→ 1 | 2 | 2 | -7 | 1436 | 1 | 5 | 0 | 0 | 1
> CN(C)S(=O)(=O)c1cc(NC(=O)COC(=O)C2CSC3(C)CCC(=O)N23)ccc1Cl (centres undefined)
→ 1 | 5 | -3 | -12 | 1621 | 1 | 0 | 2 | 0 | -3
> O=C(C1CCN(c2nnc(N3CCCC3=O)s2)CC1)N1CCN(Cc2ccc3c(c2)OCO3)CC1
→ 1.1 | -3 | 0 | -12 | 1476 | 0.9 | 5 | 9 | 2 | -7
> CCn1nc(CC(=O)Nc2nnc(CC(=O)N3CCOCC3)s2)c2ccccc2c1=O
→ 1 | -8 | -6 | -6 | 1505 | 1 | -4 | -1 | -13 | -2
> O=C(NCc1ccccn1)C1CCC(=O)N1C1CCCC1 (centres undefined)
→ . | -4 | . | . | 1674 | . | -8 | . | -2 | .
> O=C(CN1C(=O)CCC1=O)Nc1nc(-c2ccccn2)cs1
→ 1.1 | -7 | 3 | -18 | 1475 | 1.1 | -4 | -12 | -6 | -11
> Cc1ccc(CNC(=O)CSc2nc3[nH]ncc3c(=O)[nH]2)cc1
→ 1 | 7 | -3 | -19 | 1574 | 0.9 | 7 | 10 | 8 | -2
> OCC1(Cc2ccc(Cl)cc2)CCN(Cc2ccc(Oc3ncccn3)cc2)CC1
→ 1 | 3 | 1 | -1 | 1432 | 0.9 | -5 | 7 | 5 | -1
> CCOc1ccc(-c2nnc3n2N=C(c2ccc(OC)cc2)CS3)cc1
→ 1 | -5 | -9 | -4 | 1531 | 1 | -10 | 0 | 7 | -4
> COc1ccccc1NC(=O)CN1CCC(c2nc3ccccc3[nH]2)CC1
→ 1 | 3 | 0 | -14 | 1297 | 1.1 | -6 | -10 | -4 | 0
> CCOC(=O)CSC1=C(C#N)C(C)C2=C(CCCC2=O)N1 (centres undefined)
→ 0.9 | 3 | 0 | -3 | 1555 | 0.9 | 8 | 6 | 5 | 7
> Clc1ccc(-c2nc3ccncc3[nH]2)cc1
→ 1 | 2 | -7 | -12 | 1414 | 0.9 | 2 | 12 | 0 | -1
> CC(C)[C@H](NC(=O)Nc1ccc2c(c1)OCCO2)C(=O)O
→ 1 | 2 | -7 | -8 | 1210 | 0.9 | 1 | 5 | 1 | -4

# (more compounds)
# Fields – TNAP act hi DEA | PPARg SRC3 recr | Efa HMGR inh | TNAP inh no acc | SRC2 TRFRET art | bIAP act | PPARg SRC-2 ag | bIAP inhibitor | PPARg SRC1 recr | TNAP inh hiacc
> COC(=O)CC1=Nc2ccccc2NC(=O)C1
→ 1 | 4 | -2 | -10 | 1614 | 0.9 | 0 | 6 | -1 | -3
> COCC(C)n1c(SCC(=O)NCCC2=CCCCC2)nc2ccccc2c1=O (centres undefined)
→ 1.1 | -3 | 1 | -17 | 1387 | 1 | 6 | -1 | 2 | -13
> Cc1cc(=O)[nH]c(=O)n1Cc1ccccc1
→ 1 | 1 | 1 | -6 | 1331 | 0.9 | 4 | 9 | -8 | 1
> CN1CCN(C(=O)CC2(CC(=O)O)CCCC2)CC1
→ 1 | 3 | 13* | -2 | 1572 | 1 | 1 | -2 | -1 | -4

# Hits appear at their usual frequency; about 1.6% have a hit in one of these screens.
